Assay outcomes: PubChem BioAssay, National Center for Advancing Translational Sciences (NCATS)
aGlu spleen mod = inhibitors or activators of human alpha-glucosidase in spleen homogenate. P10253. human spleen homogenate, 4-MU-alpha-glucoside fluorescence. Potency, µM (highest dose often 79.9 µM), inactives show top-dose activity change, negative = inhibition, actives largely listed as inhibitors. 0.006% of 240,000 active;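 further: 0% = enzyme with vehicle and -100% = no enzyme basal signal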
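Enzyme source: human spleen homogenate, 1 ug/well. Buffer 50 mM citric acid/K phosphate pH 5.0, 0.01% Tween-20. 4-MU-alpha-glucoside 1 mM; 37 C x 40 min; NaOH/glycine stop; fluorescence.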
RGS12 GoLoco inh = inhibitors of human Gai1-RGS12 GoLoco interaction (red fluorophore); P63096; 0.44% of 230,000 active; Potency, µM (titrated, usually from 61.6 µM), for the others: at the highest dose activity, negative = inhibition, hits mostly inhibitors; Gai1:RGS12 GoLoco peptide FP, rhodamine, 10 min; AID 880; active means well fitted inhibition curve with a large enough effect, not every such curve was filed as active; inactive means no such curve, though single readings can be large or run the other way; further: nearly all actives have a fitted effect of over 30% in size; many of its hits are not listed in these tables
GAA glycogen mod = inhibitors or activators of human alpha-glucosidase glycogen cleavage; P10253; recombinant GAA, glycogen substrate, Amplex Red glucose oxidase fluorescence; Potency, µM (highest dose often 76.4 µM), for the others: at the top dose activity change, negative = inhibition, actives largely listed as inhibitors; 0.38% of 300,000 active;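 further: 0% = full enzyme reaction and -100% = no-enzyme basal signal; the screen sought inhibitors and activators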
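Recombinant human alpha-glucosidase (4 nM final) hydrolysed bovine liver glycogen (30 ug) for 40 min at 37 C in pH 5.0 citrate/phosphate with 0.01% Tween-20. Released glucose detected by glucose oxidase/Amplex Red, Ex 573/Em 610 nm. Compounds up to 77 uM; AC50 from Hill fits.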
L3MBTL1 block = blocks human L3MBTL1; AlphaScreen L3MBTL1–H3K9me1 peptide binding; Potency, µM (highest dose often 57.1 µM), without a hit: at the top dose activity, negative = inhibition, hits mostly inhibitors; 0.66% of 230,000 active; further: nearly all actives have a fitted effect of over 60% in size
Target sequence (Q9Y468 whole entry, looked up): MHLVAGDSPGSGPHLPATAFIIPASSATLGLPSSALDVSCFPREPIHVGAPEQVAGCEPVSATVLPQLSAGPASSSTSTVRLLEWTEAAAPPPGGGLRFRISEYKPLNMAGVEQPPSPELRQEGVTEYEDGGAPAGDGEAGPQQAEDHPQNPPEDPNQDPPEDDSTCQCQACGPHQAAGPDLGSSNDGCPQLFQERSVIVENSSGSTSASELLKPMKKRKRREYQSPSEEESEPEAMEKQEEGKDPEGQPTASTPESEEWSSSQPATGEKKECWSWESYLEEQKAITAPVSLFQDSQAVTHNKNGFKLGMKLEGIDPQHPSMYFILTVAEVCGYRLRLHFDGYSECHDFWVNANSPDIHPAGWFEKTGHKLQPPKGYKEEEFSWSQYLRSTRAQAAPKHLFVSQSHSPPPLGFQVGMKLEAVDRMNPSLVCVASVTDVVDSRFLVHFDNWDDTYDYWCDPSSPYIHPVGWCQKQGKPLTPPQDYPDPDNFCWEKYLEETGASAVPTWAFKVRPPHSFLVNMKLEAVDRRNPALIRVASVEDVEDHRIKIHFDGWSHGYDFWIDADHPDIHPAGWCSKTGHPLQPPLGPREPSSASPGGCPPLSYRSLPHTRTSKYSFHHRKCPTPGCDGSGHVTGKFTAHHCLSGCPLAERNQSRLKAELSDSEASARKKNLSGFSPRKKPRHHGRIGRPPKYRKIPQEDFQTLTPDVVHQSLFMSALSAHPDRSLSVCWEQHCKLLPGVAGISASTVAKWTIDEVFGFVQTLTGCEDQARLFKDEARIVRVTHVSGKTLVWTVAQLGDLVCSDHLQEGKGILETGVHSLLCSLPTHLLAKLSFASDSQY
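L3MBTL1 (50 nM) pre-complexed 30 min with biotinylated H3(1-15)K9me1 peptide (75 nM), then compounds added for 30 min at room temperature; AlphaScreen streptavidin donor/nickel chelate acceptor beads (10 ug/mL final) read after 30 min dark incubation.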
TRb SRC2 PPI = TRbeta-SRC2 interaction inhibition; TRbeta-SRC2 peptide binding, fluorescence polarization; receptor liganded with 1 µM T3; Potency, µM (highest dose often 106 µM), without a hit: top-dose activity change, negative = inhibition, actives largely listed as inhibitors; P10828; 0.065% of 280,000 active;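 further: plate controls were bound peptide for no effect and peptide without receptor for full effect; nearly all actives have a fitted effect of over 50% in size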
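Read-out is fluorescence polarization (555 nm excitation, 632 nm emission) of a Texas Red SRC2 coactivator peptide; loss of signal reflects blocked binding to human TRb ligand-binding domain in the presence of 1 uM T3.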
TR SRC2 fluor cs = alters Texas Red total fluorescence, flagging assay interference; TRb/SRC2 Texas Red total fluorescence interference; Potency, µM (highest dose often 106 µM), without a hit: top-dose fluorescence change, negative = quenching; 0.29% of 280,000 active; active means well fitted curve in either direction with a large enough effect; inconclusive means small, poorly fitted or top-dose-only effect
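Flags fluorescent or light-absorbing compounds by total fluorescence, S + 2P, at 555 nm excitation and 632 nm emission. Mixture: 20 nM Texas Red SRC2 peptide, 0.6 uM human TRb LBD, 1 uM T3, 5% DMSO; compound exposure 5 h at ambient temperature.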
RECQ1 inh = blocks DNA unwinding by human RECQ1 | P46063 | RECQ1 DNA unwinding, red fluorescence kinetic read | 0.54% of 240,000 active | Potency, µM (titrated, usually from 57.3 µM), inactives show at the top dose activity, negative = inhibition, actives largely listed as inhibitors | AID 2549;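 further: plate controls were vehicle for no effect and no enzyme for full effect; nearly all actives have a fitted effect of over 30% in size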
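50 nM RECQ1T1 preincubated 15 min with compound in Tris pH 8.0 buffer with MgCl2, DTT, Tween-20 and 2.5 ug/ml poly(dI-dC); started with 200 nM TAMRA/BHQ-2 forked duplex and 2 mM ATP. Unwinding read as fluorescence (525/598 nm), two reads 2 h apart.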
GAA inh = inhibitors of human lysosomal alpha-glucosidase; 0.005% of 200,000 active; P10253; Potency, µM (titrated, usually from 76.9 µM), for the others: at the highest dose activity change, negative = inhibition, actives largely listed as inhibitors; purified human GAA, 4-MU-alpha-glucoside fluorescence;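 further: plate controls were uninhibited enzyme wells for no effect and no-enzyme background for full effect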
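AC50 values come from Hill fits of compound titrations (up to 77 uM) against 4 nM human enzyme. Substrate 4-methylumbelliferyl-alpha-D-pyranoside at 400 uM, pH 5.0 citrate buffer, 20 min room temperature; fluorescence Ex 365/Em 440 after alkaline stop.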
The depositor's hits bear a star; i = inactive; ? = inconclusive; nt = no result given; & = joins results of further samples; [ ] = dose if it differs, or a comment. Unless noted, the call rests on the fitted dose curve; in most records, active means well fitted curve in the direction sought with a large enough effect; inconclusive means small, poorly fitted or top-dose-only effect, or another doubt; inactive means no such curve, though single readings can be large; an effect the other way counts as inactive or inconclusive. Unless noted, on the % scale 0 is the no-effect control and ±100 the full control effect; potency means the concentration at half of the fitted maximal effect. Not all compounds are listed (hit frequency here may not be typical).

Value order – RECQ1 inh | aGlu spleen mod | RGS12 GoLoco inh | GAA glycogen mod | L3MBTL1 block | TRb SRC2 PPI | GAA inh | TR SRC2 fluor cs
- CCOc1ccccc1NC(=O)N1CCC(c2nc3ccccc3[nH]2)CC1
  -3% | -3% | 1% | 2% | nt | -10% | 4% | -3%
- COc1cc(CN2CC(C)CC(C)C2)cc([N+](=O)[O-])c1O (stereo not drawn)
  -3% | -7% | -1% | -1% | -1% | 1% | 1% | -6%
- CC(=O)N1N=C(c2ccc(C)o2)CC1c1ccc(F)cc1 (stereo not drawn)
  -2% | -2% | -5% | 12% | ? | -22% | 0% | -2%
- Cc1ccc(C)c(NC(=S)NCCCN2CCOCC2)c1
  i | nt | 1% | -1% | -2% | -5% | -2% | 0%
- Cc1ccc(OCC(=O)NNC(=O)CSc2ncnc3sc(C)c(C)c23)cc1
  i | -3% | 15% | 3% | 0% | 6% | 6% | -1%
- Cc1ccc(S(=O)(=O)N(C)CC(=O)O/N=C(\N)c2ccccn2)cc1
  -6% | 7% | 0% | 3% | 11% | 4% | -6% | 1%
- O=C(/C=C/c1ccco1)NC(=S)Nc1ccccc1O
  -14% | 0% | 17% | ? | -29% | 1% | -2% | -1%
- O=C(c1cccs1)c1no[n+]([O-])c1C(=O)c1cccs1
  0% | -1% | -11% | 2% | -6% | -3% | -7% | -1%
- Cn1c(C(=O)N2CCN(c3cccc(C(F)(F)F)c3)CC2)cc2sccc21
  -1% | -21% | 7% | -10% | -17% | -2% | -6% | -6%
- Cc1cccc(C2Nc3ccccc3C(=O)N2c2ccccc2)n1 (stereo not drawn)
  -10% | 2% | -50% | -8% | nt | 4% | -6% | 2%
- CNC(=O)CS(=O)CC(=O)Nc1cc(OCCOC)c(Cl)cc1Cl (stereo not drawn)
  ? | 6% | -2% | 9% | 7% | -6% | nt | 0%
- CCc1nc2ccc(C(=O)NCc3ccccc3)cc2nc1CC
  3% | 1% | 31%[activator] | 9% | -8% | 4% | 5% | -1%
- CCCNC(=S)NNC(=O)c1cccs1
  -4% | 13% | -3% | ? | -3% | -2% | -7% | -4%
- COc1cc(OC)c2c(-c3ccccc3)cc(=O)oc2c1C(CCN1CCCC1)c1ccc2c(c1)OCO2 (stereo not drawn)
  i | -3%&6% | 5% | 2% | nt | -8%&-4% | nt | 0%&0%
- CN(C)CCN1C(=O)c2ccccc2N(C)c2ccccc21
  -2% | 5% | -18%&-2% | nt | nt | 3%&8% | nt | -1%&0%
- Cn1c(SCC(=O)N/N=C/c2cccnc2)nnc1-c1ccccc1
  -2% | 7% | 12% | 2% | 7% | -6% | nt | 0%
- COC(=O)c1ccc(CN(Cc2ccc(C(=O)OC)o2)C(C)(C)C)o1
  -5% | -7% | -4% | 10% | 7% | 7% | 2% | 1%
- COc1ccc(O[C@H]2C=C[C@@H](c3ccccc3)O[C@@H]2CO/N=C(\C)CCC(=O)OC[C@H]2O[C@H](c3ccccc3)C=C[C@@H]2Oc2ccc(OC)cc2)cc1
  -25% | -5% | -16% | -2% | -11% | 1% | 1% | -2%
- COc1ccc(NC(=O)C2CCN(S(=O)(=O)c3cccnc3)CC2)cc1Cl
  -5% | 3% | -5% | 0% | -8% | -4% | 0% | -1%
- COc1coc(C(O)C[N+](=O)[O-])cc1=O (stereo not drawn)
  16% | 1% | -2% | 2% | 0% | -6% | -5% | 6%
- O=C(OC1CCc2ccccc2C1=O)c1ccccc1O (stereo not drawn)
  -14% | 3% | 5% | -19% | 30% | 3% | -2% | 0%
- CN(NC(=O)Nc1ccccc1)c1cnn(C)c(=O)c1Cl
  i | 2% | 4% | 5% | 7% | 3% | 0%[15.4 µM] | 0%
- O=c1[nH]nc(Cc2ccc(-c3ccccc3Cl)o2)c2ccccc12
  -3% | -9% | -3% | 0% | -5% | -7% | 7% | -3%
- CC(C)Cn1nnnc1S(=O)(=O)CC#N
  2% | -3% | -5% | nt | nt | 0% | nt | -2%
- NS(=O)(=O)c1ccc(NC(=O)C(Sc2ccccc2)c2ccccc2)cc1 (stereo not drawn)
  -1% | -17% | 8% | -12% | ? | -4% | -1% | 0%
- Cc1cc(C)n2nc(-c3sccc3-n3cccc3)cc2n1
  -4% | 6% | 2% | 2% | -6% | 0% | -7% | -2%
- COc1ccc(-n2c(-c3ccc(Cl)cc3)c[n+]3c2CCc2ccccc2-3)cc1
  i | -2% | -5% | -14% | nt | -2% | -1% | -3%
- Cc1cc(C)c2[nH]c(=O)c(C(c3nnnn3Cc3ccc4c(c3)OCO4)N3CCCC3)cc2c1 (stereo not drawn)
  i | 4% | 0% | -16% | -7% | 0% | -8% | -3%
- Clc1ccc(Cn2ccc(C3CC3)n2)cc1
  -1% | 3% | -13% | 4% | nt | 0% | 1% | -3%
- COc1ccc(OC)c(NC(=O)C2CC(=O)N(c3ccc(Br)cc3)C2)c1 (stereo not drawn)
  ? | -4% | 13% | 3% | -10% | -6% | 1% | -3%
- Cc1ccc(C(=O)NCC(=O)O)o1
  3% | 7% | 4% | 24% | 4% | 8% | -4% | 0%
- CCn1c(COc2ccccc2C(N)=O)nc2ccccc21
  -2% | -20% | 6% | -12% | 4% | -1% | 7% | -6%
- COc1ccc2[nH]c(=O)c(CNc3cccc(C)c3)cc2c1
  i | 10% | nt | 29% | -15% | -2% | 15% | -4%
- Clc1ccccc1-c1nc2nc3ccccc3nc2n1-c1ccc2c(c1)OCO2
  -18% | -9% | 12% | 11% | -5% | -1% | -8% | -7%
- Nc1nnc(CCCCCc2nnc(N)s2)s1
  -2% | 0% | 8% | -2% | -6% | -1% | -5% | -2%
- Cn1cccc1CC(=O)N/N=C/C=C/c1ccccc1
  -23% | 3% | 7% | -4% | -12% | 3% | -6% | -3%
- COc1ccc(OC)c(C(C(=O)NCc2ccco2)N(C(=O)Cn2nnc3ccccc32)C(C)C)c1 (stereo not drawn)
  -15% | -4% | -52% | 0% | nt | 5% | -7% | -3%
- S=C(NCCN1CCOCC1)Nc1ccccc1Cl
  -10% | 7% | -24% | -13% | 22% | -3% | 4% | -6%
- C(=N\n1cnnc1)/c1cccs1
  -3% | -10% | -15% | 5% | nt | -6% | 0% | 1%
- CCCN(CC1CC1)c1nc(N)c(C#N)c(CC#N)c1C#N
  4% | -5% | 17% | 1% | nt | -6% | 0% | -1%
- O=C(Nc1nc2ccccc2s1)C1CC(=O)N(c2ccccc2)C1 (stereo not drawn)
  -11% | 5% | -9% | -1% | 10% | 0% | -10% | -1%
- c1ccc(CSCc2cn3ccccc3n2)cc1
  i | 5% | 11% | 7% | -5% | 1% | 2% | 0%
- O=S(=O)(Nc1ccc(C(F)(F)F)cn1)c1ccccc1
  i | 8% | -1% | 6% | 5% | 1% | nt | -1%
- Cc1ccc(S(=O)(=O)N2CCOCC2)cc1NC(=O)COC(=O)CNC(=O)c1ccc(Oc2ccccc2)cc1
  -7% | 3% | 5% | 0% | -10% | -2% | -12% | 2%
- CCCCC(=O)N(Cc1ccc(-c2ccccc2-c2nn[nH]n2)cc1)[C@H](C(=O)O)C(C)C
  21% | 0% | 4% | -5% | nt | -5% | -9%[15.4 µM] | -1%
- COC(=O)C1=COC(C)C2CN3CCc4c([nH]c5ccccc45)C3CC12 (stereo not drawn)
  2% | -5% | nt | 6% | -2% | -2% | -1% | 1%
- CCCCCN1C=CC=C/C1=C\C=C(C#N)C#N
  -2% | 17% | -17% | -6% | -14% | -1% | 3% | 2%
- COc1ccc(C2(C)NC(=O)N(Cc3cc(Cl)cc4c3OCOC4)C2=O)cc1OC (stereo not drawn)
  i | 1% | -5% | 1% | -4% | 4% | 9% | 1%
- COc1cc(NC(=O)C/C(C)=N/NC(=O)Cc2ccccc2)c(OC)cc1Cl
  -25% | -11% | 6% | -5% | -6% | 5% | -3% | -13%
- CSCCC(C(=O)O)N1C(=O)c2ccc(C(=O)O)cc2C1=O (stereo not drawn)
  -5% | -6% | nt | 14% | -4% | -14% | 1% | 1%
- CCOC(=O)c1sc2ncn(/N=C/c3ccccn3)c(=O)c2c1C
  -5% | 5% | 9% | 1% | 2% | -15% | -3% | -1%
- CC[C@H](C)[C@H](NC(=O)[C@H](CO)NC(=O)[C@H](CC(C)C)NC(=O)[C@@H]1CCCN1C(=O)[C@@H]1CCCN1C(=O)[C@H](CC(=O)O)NC(=O)[C@@H](N)CC(=O)O)C(=O)N[C@@H](CC(=O)O)C(=O)N[C@@H](CC(C)C)C(=O)N[C@H](C(=O)N[C@@H](Cc1ccccc1)C(=O)N[C@@H](Cc1cnc[nH]1)C(=O)N[C@@H](CC(C)C)C(=O)N[C@@H](CC(C)C)C(=O)N[C@@H](CCCNC(=N)N)C(=O)N[C@H](C(=O)N[C@@H](CC(C)C)C(=O)N[C@@H](CC(C)C)C(=O)N[C@@H](CCC(=O)O)C(=O)N[C@@H](CC(C)C)C(=O)N[C@@H](C)C(=O)N[C@@H](CCCNC(=N)N)C(=O)N[C@H](C(=O)N[C@@H](CCC(N)=O)C(=O)N[C@@H](CO)C(=O)N[C@@H](CCC(N)=O)C(=O)N[C@@H](CCCNC(=N)N)C(=O)N[C@@H](CCC(=O)O)C(=O)N[C@@H](CCCNC(=N)N)C(=O)N[C@@H](C)C(=O)N[C@@H](CCC(=O)O)C(=O)N[C@@H](CCC(N)=O)C(=O)N[C@@H](CC(N)=O)C(=O)N[C@@H](CCCNC(=N)N)C(=O)N[C@H](C(=O)N[C@H](C(=O)N[C@@H](Cc1ccccc1)C(=O)N[C@@H](CC(=O)O)C(=O)N[C@@H](CO)C(=O)N[C@H](C(N)=O)C(C)C)[C@@H](C)CC)[C@@H](C)CC)[C@@H](C)O)[C@@H](C)O)[C@@H](C)O
  -8% | 6% | nt | nt | nt | 12% | nt | 8%
